ATXN2 expr inh = reduces ATXN2 reporter expression in HEK-293 cells; HEK-293 ATXN2-luciferase reporter, luminescence, 24 h; Potency, µM (doses to about 57 µM), for inactives: at the top dose activity change, negative = inhibition, hits mostly inhibitors; hit rate 0.72% among 360,000; AID 1745845; also: potency is read from the fitted curve at half-maximal effect; % is scaled to controls: 0 for no effect and ±100 for the full control effect; nearly all actives have a fitted effect of over 55% in size
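qHTS (up to 57 uM final) was run with 24 h compound exposure of reporter cells at 37 °C. Each well was multiplexed: SteadyGlo luminescence measured ATXN2-luciferase expression after a fluorogenic Gly-Phe-AFC viability readout (25 uM final).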
A549 viability = A549 cytotoxicity, counter-screen for Nrf2 inhibitors. A549 ARE-Fluc cells, CellTiter-Fluor viability, 18-24 h. Potency, µM (highest dose often 46 µM), for inactives: top-dose activity change, negative = cytotoxicity, usual class: inhibitors. hit rate 0.16% among 390,000; also: potency is read from the fitted curve at half-maximal effect; % is scaled to controls: 0 for no effect and ±100 for the full control effect
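A549 ARE-Fluc cells in 5% FBS OPTI-MEM, 5000 cells/well, rested 2 h then exposed to compounds in concentration-response for 18-24 h at 37 °C. Viability by CellTiter-Fluor fluorescence (Ex 405/Em 525) after 30 min; luciferase luminescence (BugLite, 15 min, RT) read afterwards.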
HepG2 tox = counter-screen for TGF-b inhibitors: cytotoxicity in HepG2 cells | HepG2 CAGA-GFP viability, ATP luminescence, 18 h | Potency, µM (titrated, usually from 46.1 µM), for the others: at the top dose activity change, negative = cytotoxicity, actives largely listed as cytotoxic | hit rate 0.76% among 410,000 | AID 588856; also: potency is read from the fitted curve at half-maximal effect; some results filed as inactive show a strong effect at the top dose
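CellTiter-Glo luminescence gave cytotoxicity after 18 hours at 37 degrees C. The cells were HepG2 CAGA-GFP in 1% FBS DMEM, stimulated with 500 pg/mL TGF-beta after compound addition. %Activity was normalised to no-cell wells (complete cell-killing) and DMSO (no toxicity), and curves were fitted and classified.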
IL1B secr inh = blocks inflammasome-driven IL-1 beta release; activity change, % at 57.5 µM; hit rate 4.7% among 360,000; THP-1 LPS/ATP IL-1B secretion, AlphaLISA, 16 h; hits give low values; in the data active = activity change below about -50%; inconclusive = mostly about -30% to -49%; also: % is scaled to controls: 0 for no effect and ±100 for the full control effect
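THP-1 cells pretreated 1 hr with compounds (up to 57.5 uM final), then stimulated with LPS (250 ng/mL final) plus ATP (1.25 mM final); secreted IL-1B measured by AlphaLISA after 16 hr, decreased signal indicating inhibition.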
Nrf2 activator = Nrf2 pathway activation | hit rate 0.31% among 410,000 | AREc32 ARE-luciferase reporter (MCF7-derived line), luminescence, 24 h | AID 624171 | Potency, µM (highest dose often 46.1 µM), without a hit: at the highest dose activation, most hits filed as activators; also: potency is read from the fitted curve at half-maximal effect; % of control where 0% means no effect; nearly all actives have a fitted effect of over 65% in size
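Luminescent ARE reporter assay in AREc32_Fluc cells: overnight plating at 37 deg C, 24 hr compound incubation, Steady-Glo added, 30 min RT before reading.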
TGFb SMAD3 inh = blocks TGF-b signaling. AID 588855. hit rate 1.2% among 410,000. Potency, µM (highest dose often 46.1 µM), for inactives: at the highest dose activity, negative = inhibition, usual class: inhibitors. HepG2 CAGA-GFP TGF-b/SMAD3 reporter, GFP fluorescence, 18 h; TGF-beta stimulated, 500 pg/mL final; also: potency is read from the fitted curve at half-maximal effect; % is scaled to controls: 0 for no effect and ±100 for the full control effect; nearly all actives have a fitted effect of over 65% in size
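HEPG2 CAGA-GFP, 1000 cells/well; 2 h settle, 37 C; cpd via pin tool; TGF-b 500 pg/mL final; 18 h, 37 C; GFP imaging ex488/em500-530; %Activity normalised to -TGF-b and +DMSO controls; CRC fit, curve class.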
ATXN viability = viability counter-screen for ATXN expression inhibitors; S2 cells (HEK-293 line with an ATXN2-luciferase reporter) viability, CellTiter-Fluor protease fluorescence, 24 h; Potency, µM (doses to about 56.7 µM), hits mostly cytotoxic; hit rate 0.49% among 400,000; also: potency is read from the fitted curve at half-maximal effect; nearly all actives have a fitted effect of over 40% in size
MCF10A rerep = induces DNA re-replication in MCF 10a normal breast cells. MCF 10A DNA re-replication, Hoechst nuclear intensity, 48 h. Potency, µM (highest dose often 46.1 µM), without a hit: top-dose activity, positive = re-replication, most hits filed as activators. hit rate 2.9% among 350,000; also: potency is read from the fitted curve at half-maximal effect; % of control where 0% means no effect; nearly all actives have a fitted effect of over 50% in size
Nrf2 inh = inhibitors of Nrf2 signaling; A549 ARE-Fluc reporter, luciferase luminescence, 18-24 h; Potency, µM (top dose mostly 46 µM), without a hit: at the top dose activity change, negative = inhibition, actives largely listed as inhibitors; hit rate 2.1% among 360,000; AID 504444; also: potency is read from the fitted curve at half-maximal effect; % is scaled to controls: 0 for no effect and ±100 for the full control effect; nearly all actives have a fitted effect of over 60% in size
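Two sequential reads on A549 ARE_Fluc cells exposed to compound for 18-24 h: a CellTiter-Fluor fluorescence read for viability, then a luciferase luminescence read for Nrf2/ARE activity.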
* hit, by the source's call; i = inactive; ? = inconclusive; nt = no result given; [ ] = remark or other dose. Unless noted, calls follow the shape of the dose curve; as a rule, active = well fitted curve in the direction sought with a large enough effect; inconclusive = small, poorly fitted or top-dose-only effect, or another doubt; inactive = no such curve, though single readings can be large; an effect the other way counts as inactive or inconclusive. Outcome played no part in choosing rows; any-hit rate near 8.8%.

SMILES,ATXN2 expr inh,ATXN viability,HepG2 tox,IL1B secr inh,MCF10A rerep,Nrf2 inh,Nrf2 activator,TGFb SMAD3 inh,A549 viability
C/C=C/c1ccc(OCCCNC)c(OC)c1,-10%,i,-27%,?,8%,-6%,0.1%,?,1%
COc1cccc(/C=N/NC(=O)c2cc(-c3cccn3C)n[nH]2)c1O,?,?,-26%,80,28%,?,0.7%,1%,-1%
COc1cc(/C=N/NC(=O)Nc2ccccc2)ccc1OCCOc1ccccc1C,?,i,-71%,-12,1.2µM*,15µM*,0.5%,?,5.8µM*
CCOC(=O)Cc1csc(/N=C/c2c(O)n(-c3ccc(C)cc3C)c(=O)c3ccccc23)n1,-17%,i,-2%,-13,13%,?,2.8%,11%,?
Cc1onc(-c2ccccc2)c1C(=O)NC(=S)NNC(=O)c1ccco1,-14%,i,-22%,94,8%,-1%,-0.5%,?,-1%
CC(Sc1nnc(NC(=O)c2cc3ccccc3oc2=O)s1)c1ccccc1 (stereo unspecified),1%,i,-26%,-4,2%,7%,-0.7%,?,-3%
CCc1ccccc1OCCCN1CCCC1,nt,i,-1%,16,-1%,1%,-0.6%,19%,5%
CSc1cccc(CN2CCC(CCC(=O)NC3CC3)CC2)c1,nt,i,5%,-1,4%,2%,-0.4%,2%,12%
CCOC(=O)C1CCN(c2nc(-c3ccc(C)cc3)nc3ccccc23)CC1,nt,i,7%,0,16%,?,0.8%,-1%,-1%
Nn1c(SCc2cc([N+](=O)[O-])cc3c2OCOC3)nnc1-c1ccccn1,0%,i,-9%,15,8%,-2%,0.1%,5%,1%
COc1cccc(-c2c(NC(=O)c3ccco3)n(-c3ccc(C)cc3)nc(C)c2=O)c1,-1%,i,-10%,8,-2%,-12%,0.2%,3%,2%
COc1ccc(-n2nnc(-c3nsc(NC(=O)c4ccc(C)c(C)c4)n3)c2C)cc1Cl,-18%,i,-4%,nt,nt,?,3.5%,1%,3%
CCOC(=O)C(NC(=O)CC)(Nc1ccc(S(=O)(=O)Nc2onc(C)c2C)cc1)C(F)(F)F (stereo unspecified),2%,i,4%,22,-1%,3%,-0.1%,-1%,-3%
O=C(NNS(=O)(=O)c1ccccc1)c1ccncc1,4%,i,-4%,10,-7%,3%,-0.1%,3%,-2%
CCOc1cc(C(=O)Nc2ccc3c4c(cccc24)C(=O)N3CC)cc(OCC)c1OCC,36%,i,-16%,-19,19%,?,5.5%,-3%,-3%
O=C(COC(=O)c1cncc(Br)c1)NCC12CC3CC(CC(C3)C1)C2,-5%,i,-6%,5,-3%,-3%,-0.5%,-1%,-2%
O=C(NCCCN1CCCC1=O)c1cccc(S(=O)(=O)Nc2ccccc2Cl)c1,nt,?,-2%,-5,-1%,-11%,-0.9%,-3%,-2%
NC(=O)Cc1ccc(C(=O)c2ccc(Cl)cc2)s1,10%,?,-7%,-14,1%,21%,2.7%,?,-5%
CCCCN(C)CCCNC(=O)c1cn(CC)c2ccc(S(=O)(=O)N3CCOCC3)cc2c1=O,-2%,i,16%,-23,-1%,4%,0.1%,1%,2%
Cc1ccc(NC(=O)CN(C)Cc2nc3ccccc3c(=O)[nH]2)c(Br)c1,-8%,i,-2%,?,15%,nt,8.0%,-47%,8%
CNc1nc2[nH]c(=O)c3c(c2s1)OC(N)=C(C#N)C3c1cccc(F)c1 (stereo unspecified),1%,i,-1%,-6,-4%,-7%,6.7%,10%,-8%
COC(=O)CC1C(=O)NCCN1C(=O)CSc1nnnn1-c1ccc(OC)cc1 (stereo unspecified),nt,i,4%,24,2%,9%,0.0%,-6%,0%
O=c1nc2sc3ccccc3n2c(=O)n1-c1ccc(Cl)c(Cl)c1,2%,i,-28%,nt,nt,10%,5.2%,?,3%
O=C(Nc1ccc(OC(F)F)c(Cl)c1)C(c1ccccc1)c1ccccc1,?,i,20µM*,-62*,2.3µM*,?,-0.4%,22µM*,?
Nc1[nH]c(C(=O)c2ccccc2)c(-c2cccc3ccccc23)c1C(=O)NCc1ccccc1,20%,i,nt,96,nt,nt,-0.8%,nt,nt
CCCOc1ccc(CNC(=O)c2ccc3c(c2)N(Cc2ccccc2)CCS3)cc1,nt,nt,-12%,nt,nt,17%,0.0%,nt,8%
O=C(NCC(c1cccs1)N1CCOCC1)c1ccccc1NS(=O)(=O)c1ccc(Cl)c([N+](=O)[O-])c1 (stereo unspecified),nt,?,-30%,-10,15µM*,?,27%,?,1%
Cn1c(C(=O)N2CCN(c3ccc(F)cc3)CC2)cc2ccccc21,nt,i,-1%,6,12%,2%,3.2%,-9%,-8%
O=C(/C=C/c1ccccc1)OCC(=O)N1CCCC1,0%,i,-7%,15,-4%,17%,8.0%,-7%,-2%
C=CCC1(CC=C)CCCN1C(=O)CC1C(=O)NCCN1Cc1cccc(OC)c1OC (stereo unspecified),17%,i,0%,-2,8%,18%,2.0%,0%,-7%

3 structures from above, sorted by number of heavy atoms, descending:
SMILES,ATXN2 expr inh,ATXN viability,HepG2 tox,IL1B secr inh,MCF10A rerep,Nrf2 inh,Nrf2 activator,TGFb SMAD3 inh,A549 viability
C=CCC1(CC=C)CCCN1C(=O)CC1C(=O)NCCN1Cc1cccc(OC)c1OC (stereo unspecified),17%,i,0%,-2,8%,18%,2.0%,0%,-7%
COc1cc(/C=N/NC(=O)Nc2ccccc2)ccc1OCCOc1ccccc1C,?,i,-71%,-12,1.2µM*,15µM*,0.5%,?,5.8µM*
O=C(NNS(=O)(=O)c1ccccc1)c1ccncc1,4%,i,-4%,10,-7%,3%,-0.1%,3%,-2%

The listing continues.
SMILES,ATXN2 expr inh,ATXN viability,HepG2 tox,IL1B secr inh,MCF10A rerep,Nrf2 inh,Nrf2 activator,TGFb SMAD3 inh,A549 viability
Cc1ccc(Nc2ccc(C(N)=O)cc2[N+](=O)[O-])cc1C,nt,i,-32%,21,8%,?,5.9%,?,-6%
COc1cccc(-n2cc(C(=O)Oc3ccc(F)cc3)c3ccccc3c2=O)c1,nt,nt,3%,nt,nt,nt,0.5%,39%[activator],3%
C=C1CC(C(=O)N/N=C/c2ccc(O)cc2)C1,7%,i,1%,0,-4%,6%,2.0%,4%,-3%
Cn1c(SCC(N)=O)nnc1-c1ccccc1,-4%,i,3%,28,18%,9%,-0.2%,1%,-3%
COc1ccccc1CCNC(=O)CSCC(=O)Nc1ccccc1F,nt,i,-2%,0,nt,nt,0.1%,0%,nt
Cc1ccc(C)c(S(=O)(=O)Nc2ccccc2C(=O)Nc2cc(C)on2)c1,?,i,-36%,34,?,-23%,-0.6%,7.9µM*,-25%
O=C(CCN1CCCCC1)N1CCc2c([nH]c3ccccc23)C1c1cccnc1 (stereo unspecified),-1%,i,1%,?,9%,11%,3.6%,?,6%
Cc1ccc(S(=O)(=O)Nc2cccc(Oc3cnccn3)c2)cc1,-26%,?,3%,12,?,-3%,-0.9%,?,-11%
O=[N+]([O-])c1ccccc1/C=N/NC1=NCCCCC1,-15%,i,1%,5,?,?,8.6%,14%,6%
COc1ccccc1C(=O)NC(CCSC)C(=O)NNC(=O)C(C)Oc1ccccc1F (stereo unspecified),nt,?,5%,-1,-2%,-5%,-0.6%,-14%,8%
COCCCNC(=O)C[C@H]1C[C@H](C(=O)N2CCOCC2)[C@@]2(CCC3CCCC3)c3[nH]c4cc(-c5ccco5)ccc4c3CCN2C1=O,?,?,-58%,?,1%,-21%,2.7%,?,-11%
O=S(=O)(CC12C3C4C5C1C2C(Br)(C43)C51OCCO1)c1ccccc1 (stereo unspecified),9%,i,-12%,0,0%,-8%,0.1%,4%,-6%
CCN1CCN(C(=O)c2c(-c3ccccc3)noc2C)CC1,2%,i,-2%,-15,0%,-2%,-0.1%,31%,3%
Cc1cc(NC(=O)COC(=O)c2cc(S(=O)(=O)N(C)C)ccc2Cl)no1,0%,i,4%,27,-2%,4%,-0.4%,-1%,0%
O=C(Nc1cccc(C(F)(F)F)c1)c1ccc(-c2ccc(F)c(F)c2)c2ccoc12,-24%,i,-5%,-15,nt,nt,-1.3%[9.22 µM],13%,nt
CCc1ccccc1N(C)C(=O)Cc1c(C(=O)O)c(C)cn1C,2%,i,-20%,nt,nt,nt,0.1%,-25%,0%
Cc1ccc(C(=O)N2CCC(N3CCN(Cc4ccc(F)cc4)C(=O)C3=O)CC2)cc1,1%,i,3%,nt,nt,6%,0.3%,-16%,-9%
Cc1c(C)n(CCc2c[nH]c3ccccc23)ccc1=O,-6%,i,-4%,-3,-3%,?,0.5%,10%,-2%
Cc1oc2ccc(O)c(CN3CCOCC3)c2c1C(=O)Nc1cccc(Cl)c1C,-1%,i,2%,nt,nt,20%,0.2%,?,2%
CC(C)(C)n1nc2c(c1NC(=O)COc1ccc(Cl)cc1)CS(=O)(=O)C2,nt,i,3%,-15,0%,-11%,0.0%,-4%,6%
CCc1cccc(NS(=O)(=O)c2c(C)n[nH]c2C)c1,-1%,i,-20%,5,-3%,16%,-1.1%,12%,3%
Cc1[nH]c2ccccc2c1N=Nc1c(C)n(C)n(-c2ccccc2)c1=O,-1%,?,-26%,-6,0%,-20%,8.6%,0%,-18%
CCn1c(C(O)c2ccccc2)nc2ccccc21 (stereo unspecified),-2%,i,1%,-7,-3%,5%,-1.0%,0%,-1%[1.84 µM]

Screens from PubChem BioAssay.
